High-throughput results deposited in PubChem BioAssay by The Scripps Research Institute Molecular Screening Center.
CHRM1 PAM: human CHRM1 positive allosteric modulation | activation, % at 3 µM | CHO-K1 hM1, Fluo-8 calcium fluorescence, ACh EC20; 0% = ACh EC20, 100% = maximal ACh | AID 588819 | hit rate 0.088% among 360,000 | P11229; in the data active = activation above about 19%, passing the limit was not always enough
Target sequence (P11229 whole entry, looked up): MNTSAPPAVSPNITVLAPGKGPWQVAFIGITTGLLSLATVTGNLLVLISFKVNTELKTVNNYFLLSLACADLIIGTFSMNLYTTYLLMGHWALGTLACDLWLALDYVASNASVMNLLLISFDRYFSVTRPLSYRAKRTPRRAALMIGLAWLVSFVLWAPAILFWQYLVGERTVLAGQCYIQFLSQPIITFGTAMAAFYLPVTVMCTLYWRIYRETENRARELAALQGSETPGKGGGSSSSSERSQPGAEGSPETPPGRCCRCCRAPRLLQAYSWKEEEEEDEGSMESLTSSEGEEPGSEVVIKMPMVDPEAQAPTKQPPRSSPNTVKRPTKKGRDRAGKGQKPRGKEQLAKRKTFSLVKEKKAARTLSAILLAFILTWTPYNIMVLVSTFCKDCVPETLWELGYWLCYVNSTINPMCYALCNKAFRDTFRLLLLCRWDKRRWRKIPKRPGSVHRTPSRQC
M1 antag: antagonists of human M1 muscarinic receptor; inhibition, % at 3 µM; hit rate 1.3% among 360,000; CHO-K1 hM1, Fluo-8 calcium fluorescence, ACh EC80 antagonist; P11229; AID 588852;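 active = percent inhibition above its own plate's cutoff, namely the mean of that plate's compound wells plus 3 SD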;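 note: peak over basal fluorescence ratio during 140 s after agonist addition; 0% = ACh EC80 plus DMSO and 100% = DMSO alone without agonist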
M1 ag: activates human CHRM1 receptor; P11229; CHO-K1 hM1, Fluo-8 calcium fluorescence, agonist mode; 0% DMSO, 100% acetylcholine EC100; activation, % at 3 µM; hit rate 0.33% among 360,000; AID 588814;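 active = activation above the run's mean compound activation plus 3 SD, cut at about 16% in these data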;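 note: peak over basal fluorescence ratio within a 140 s kinetic read after compound addition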
CHRM5 agonist: CHRM5 agonism in calcium assay | CHO-K1 hM5 cells, Fluo-8 calcium fluorescence; 0% DMSO wells, 100% maximal acetylcholine response | activation, % at 3 µM | hit rate 0.19% among 360,000;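 active = activation above the run's mean over test compounds plus 3 SD, cut at about 23% in these data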;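 note: signal is peak over basal fluorescence ratio across the kinetic read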
Target sequence (P08912 whole entry, looked up): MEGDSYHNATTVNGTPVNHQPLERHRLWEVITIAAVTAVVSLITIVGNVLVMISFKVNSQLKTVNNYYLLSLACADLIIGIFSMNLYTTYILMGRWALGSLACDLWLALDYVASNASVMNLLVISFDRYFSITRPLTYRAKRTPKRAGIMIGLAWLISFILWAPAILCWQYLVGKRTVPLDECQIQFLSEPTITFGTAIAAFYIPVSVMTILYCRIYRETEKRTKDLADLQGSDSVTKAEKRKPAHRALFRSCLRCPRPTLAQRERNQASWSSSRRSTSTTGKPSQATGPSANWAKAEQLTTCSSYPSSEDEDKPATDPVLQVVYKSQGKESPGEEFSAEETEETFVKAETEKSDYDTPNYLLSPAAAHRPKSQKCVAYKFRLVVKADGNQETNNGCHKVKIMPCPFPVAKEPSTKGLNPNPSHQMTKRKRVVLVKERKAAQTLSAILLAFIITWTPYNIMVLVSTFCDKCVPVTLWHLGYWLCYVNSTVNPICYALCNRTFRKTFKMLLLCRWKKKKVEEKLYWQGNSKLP
CHRM4 agonist: agonists of human muscarinic M4 receptor (CHRM4) | activation, % at 3 µM | CHO-K1 hM4/Gqi5, Fluo-8 calcium fluorescence; vehicle 0%, full acetylcholine response 100% | P08173 | hit rate 0.14% among 360,000;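 active = activation above the run mean over all test wells plus 3 SD, cut at about 32% in these data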;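 note: peak over basal fluorescence ratio per well then scaled between controls; 0% = DMSO wells and 100% = acetylcholine at EC100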
CHRM5 antagonist: CHRM5 antagonism in calcium assay; P08912; CHO-hM5 cells, Fluo-8 calcium fluorescence, ACh EC80; inhibition, % at 3 µM; hit rate 0.59% among 360,000; AID 624040;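 active = inhibition above a per-plate cutoff, the mean of that plate's test compounds plus 3 SD, cut at about 27% in these data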;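 note: 0% = acetylcholine EC80 with DMSO and 100% = DMSO without agonist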
TAAR1 agonist: human TAAR1 agonism; AID 624467; CHO RD-HGA16 TAAR1, Fluo-8 calcium fluorescence; vehicle wells 0%, saturating PEA agonist 100%; activation, % at 3 µM; Q96RJ0; hit rate 0.99% among 360,000;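 active = activation above the mean activation of all test compounds in the run plus 3 SD, cut at about 38% in these data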
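test system = CHO RD-HGA16 cells carrying human TAAR1 plus Gα16 | schedule = 17-24 h seeding, 75 min 37 °C dye, 30 min RT | compound dosing = 3 µM single concentration | control set = DMSO and PEA EC100 | replicates = n 1 | signal = Fluo-8 fluorescence, 5 s baseline then 140 s kinetic read | measure = percent activation vs PEA EC100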
M4 antag: blocks acetylcholine activation of human M4 receptor; inhibition, % at 3 µM; CHO-hM4 cells, ACh EC80, Fluo-8 calcium fluorescence; P08173; hit rate 0.73% among 360,000; AID 624125;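 active = inhibition above its plate's cutoff, the mean inhibition of sample wells plus 3 SD, cut at about 27% in these data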;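 note: 0% = acetylcholine EC80 with DMSO and 100% = DMSO without agonist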
CHRM5 PAM: CHRM5 positive allosteric modulation; P08912; CHO-K1 hM5, Fluo-8 calcium, ACh EC20 PAM; 0% = ACh EC20, 100% = ACh EC100; activation, % at 3 µM; hit rate 0.3% among 360,000; AID 624038;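 active = activation above the run cutoff, the mean activation of all test compounds plus 3 SD, cut at about 18% in these data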
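Test system: CHO-K1 hM5 cells / Doses: single-point, 3 µM nominal / Times: Post-acetylcholine fluorescence recording 140 s / Technique: Fluo-8 calcium fluorescence / Measure: Max/basal fluorescence ratio as % of EC20–EC100 ACh window / Benchmarks: low control EC20 acetylcholine (0%), high control EC100 acetylcholine (100%) / Replicates: one well per compound, no replicates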
The depositor's hits bear a star. Not all compounds are listed, so the mix of outcomes need not match the whole.

Preview, 2 compounds:
For O=C(Nc1cccc(Cl)c1)C1C2C=CC3(O2)C1C(=O)N(CCN1CCCCC1)C3C(=O)NC1CCCCC1 (stereo unspecified) the results were CHRM1 PAM 7.8, M1 antag -7.2, M1 ag -9.4, CHRM5 agonist -6.4, CHRM4 agonist 0.2, CHRM5 antagonist 8.6, TAAR1 agonist -1.0, M4 antag 2.8 and CHRM5 PAM 2.5.
CC(=O)Nc1ccc(NC(=O)C(C)OC(=O)CCCOc2ccc(Cl)c(C)c2)cc1 (stereo unspecified) was read as CHRM1 PAM -2.6, M1 antag 6.2, M1 ag 1.1, CHRM5 agonist -0.1, CHRM4 agonist 14.3, CHRM5 antagonist 21.3, TAAR1 agonist 7.6, M4 antag 3.6 and CHRM5 PAM -13.1.

Results, from the start:
For O=C(Nc1cccc(Cl)c1)C1C2C=CC3(O2)C1C(=O)N(CCN1CCCCC1)C3C(=O)NC1CCCCC1 (stereo unspecified) the results were CHRM1 PAM 7.8, M1 antag -7.2, M1 ag -9.4, CHRM5 agonist -6.4, CHRM4 agonist 0.2, CHRM5 antagonist 8.6, TAAR1 agonist -1.0, M4 antag 2.8 and CHRM5 PAM 2.5.
CC(=O)Nc1ccc(NC(=O)C(C)OC(=O)CCCOc2ccc(Cl)c(C)c2)cc1 (stereo unspecified) was read as CHRM1 PAM -2.6, M1 antag 6.2, M1 ag 1.1, CHRM5 agonist -0.1, CHRM4 agonist 14.3, CHRM5 antagonist 21.3, TAAR1 agonist 7.6, M4 antag 3.6 and CHRM5 PAM -13.1.
NCCCn1cnc2ccccc21 was read as CHRM1 PAM 10.1, M1 antag -3.4, M1 ag -4.9, CHRM5 agonist -0.1, CHRM4 agonist 1.7, CHRM5 antagonist 7.5, TAAR1 agonist 7.1, M4 antag -5.8 and CHRM5 PAM -1.2.
For CCCc1nc2ccc(NC(=O)c3cccs3)cc2c(=O)n1Cc1ccccc1Cl the results were CHRM1 PAM 2.3, M1 antag -1.1, M1 ag -0.8, CHRM5 agonist -2.4, CHRM4 agonist -0.1, CHRM5 antagonist 4.0, TAAR1 agonist 3.7, M4 antag 13.8 and CHRM5 PAM -0.7.
Screening CCC(O)CNc1nc(-n2nc(C)cc2C)nc2sc3c(c12)CC(C)(C)OC3 (stereo unspecified) returned CHRM1 PAM -0.6, M1 antag 2.6, M1 ag -2.9, CHRM5 agonist 0.0, CHRM4 agonist 1.2, CHRM5 antagonist -0.2, TAAR1 agonist 5.8, M4 antag -1.2 and CHRM5 PAM 6.8.
`CC(C)c1ccccc1-n1c(SCC(=O)N2CCN(c3ccccc3)CC2)nnc1-c1cccnc1` gave CHRM1 PAM -3.1, M1 antag 0.9, M1 ag -6.0, CHRM5 agonist -5.3, CHRM4 agonist -0.4, CHRM5 antagonist -4.5, TAAR1 agonist 5.8, M4 antag -16.3 and CHRM5 PAM -5.2.
COCCCn1c(SCC(=O)NC2CCS(=O)(=O)C2)nnc1-c1ccc(Cl)cc1 (stereo unspecified) was read as CHRM1 PAM 0.8, M1 antag 4.8, M1 ag -4.9, CHRM5 agonist 0.7, CHRM4 agonist 0.2, CHRM5 antagonist -8.0, TAAR1 agonist 2.2, M4 antag 8.1 and CHRM5 PAM 10.0.
For C/C(=N\NC(=O)c1cc(-c2cccs2)nc2ccccc12)c1ccccn1 the results were CHRM1 PAM 9.1, M1 antag -9.0, M1 ag -2.7, CHRM5 agonist 2.1, CHRM4 agonist 4.0, CHRM5 antagonist 5.0, TAAR1 agonist 15.4, M4 antag -9.5 and CHRM5 PAM -2.7.
O=S(=O)(CCN1CCN(c2ccccc2O)CC1)c1ccc(Cl)cc1 was read as CHRM1 PAM 4.0, M1 antag -14.0, M1 ag 6.4, CHRM5 agonist 1.4, CHRM4 agonist 4.5, CHRM5 antagonist 0.0, TAAR1 agonist 2.5, M4 antag 0.1 and CHRM5 PAM -8.0.
`CN1C(=O)C2(OCCCO2)c2cc(Cl)ccc21` gave CHRM1 PAM 6.4, M1 antag -8.1, M1 ag -6.7, CHRM5 agonist -0.3, CHRM4 agonist 0.0, CHRM5 antagonist 1.5, TAAR1 agonist 6.6, M4 antag 10.5 and CHRM5 PAM -0.4.
For C[C@]12c3[nH]c4cc(-c5ccco5)ccc4c3CCN1C(=O)[C@@H](CC(=O)NCCC1=CCCCC1)C[C@@H]2C(=O)N1CCCCC1 the results were CHRM1 PAM 5.4, M1 antag -10.2, M1 ag -4.4, CHRM5 agonist 1.6, CHRM4 agonist 0.4, CHRM5 antagonist -5.7, TAAR1 agonist 0.1, M4 antag -4.9 and CHRM5 PAM 0.2.
For CC(=O)C1=C(O)C(=O)N(c2cccc(C(=O)O)c2)C1c1ccc(F)cc1 (stereo unspecified) the results were CHRM1 PAM -1.0, M1 antag 5.9, M1 ag -2.7, CHRM5 agonist 1.5, CHRM4 agonist 0.9, CHRM5 antagonist 0.2, TAAR1 agonist -0.5, M4 antag 8.5 and CHRM5 PAM 1.6.
COc1ccc(OCC(=O)N2CCN(C(=O)c3ccc(F)cc3)CC2)cc1 was read as CHRM1 PAM 16.0, M1 antag -5.2, M1 ag 2.5, CHRM5 agonist -4.1, CHRM4 agonist 2.5, CHRM5 antagonist 16.1, TAAR1 agonist 0.0, M4 antag -4.8 and CHRM5 PAM 0.9.
CC(C)c1nc(SCC(=O)Nc2ccc3c(c2)OCCO3)c2c(=O)n(C)c(=O)n(C)c2n1 was read as CHRM1 PAM 6.0, M1 antag -12.3, M1 ag -3.1, CHRM5 agonist 4.3, CHRM4 agonist 0.9, CHRM5 antagonist 0.2, TAAR1 agonist 0.3, M4 antag 1.9 and CHRM5 PAM 3.5.
Screening COc1ccc(NC(=O)c2ccc(NC(=O)CN3CCC(C(N)=O)CC3)cc2)cc1 returned CHRM1 PAM -3.9, M1 antag 9.2, M1 ag -3.4, CHRM5 agonist 0.7, CHRM4 agonist 0.3, CHRM5 antagonist 6.2, TAAR1 agonist 0.7, M4 antag 6.9 and CHRM5 PAM 7.8.
`Cc1c(-c2cccc(NC(=O)c3ccco3)c2)nc2ncccn12` gave CHRM1 PAM -1.1, M1 antag 16.5, M1 ag -1.5, CHRM5 agonist 0.5, CHRM4 agonist 6.4, CHRM5 antagonist 1.8, TAAR1 agonist 1.3, M4 antag 3.4 and CHRM5 PAM 1.6.
`O=c1c2ccccc2nc2n1CC/C2=C/N1CCN(c2cccc(C(F)(F)F)c2)CC1` gave CHRM1 PAM -13.6, M1 antag 12.3, M1 ag -10.5, CHRM5 agonist -6.3, CHRM4 agonist 5.3, CHRM5 antagonist 1.7, M4 antag 5.1 and CHRM5 PAM -12.4.
COc1ccc2cc(OC)c(C(=O)N3CCOCC3)cc2c1 was read as CHRM1 PAM 7.2, M1 antag -11.2, M1 ag -3.6, CHRM5 agonist 2.4, CHRM4 agonist 0.0, CHRM5 antagonist 0.3, TAAR1 agonist 5.0, M4 antag -3.9 and CHRM5 PAM 0.9.
CC(=O)C1=C(O)C(=O)N(c2nccs2)C1c1ccccc1F (stereo unspecified) was read as CHRM1 PAM 9.6, M1 antag -18.3, M1 ag -2.0, CHRM5 agonist -3.6, CHRM4 agonist 0.8, CHRM5 antagonist 14.1, TAAR1 agonist 11.2, M4 antag -8.3 and CHRM5 PAM -1.2.
For Cc1nn(C)c(C(=O)Nc2ccc(Br)cc2F)c1Br the results were CHRM1 PAM 3.6, M1 antag -7.7, M1 ag -7.2, CHRM5 agonist -1.3, CHRM4 agonist 0.1, CHRM5 antagonist -2.3, M4 antag -2.3 and CHRM5 PAM 2.8.
Screening Cc1noc(C)c1C(=O)Nc1nc2ccc(Cl)cc2s1 returned CHRM1 PAM 6.8, M1 antag -7.0, M1 ag -1.0, CHRM5 agonist -3.9, CHRM4 agonist 4.9, CHRM5 antagonist 2.8, TAAR1 agonist 1.4, M4 antag 0.1 and CHRM5 PAM -3.3.
CCOC(=O)CSc1cc(CSc2ccccc2)nc(-c2ccccc2)n1 was read as CHRM1 PAM -4.2, M1 antag 8.5, M1 ag -3.4, CHRM5 agonist 0.6, CHRM4 agonist 0.5, CHRM5 antagonist 17.4, TAAR1 agonist -1.5, M4 antag 2.9 and CHRM5 PAM -4.0.
Screening O=S(=O)(Cc1ccccc1Cl)c1ncn[nH]1 returned CHRM1 PAM 4.2, M1 antag -7.1, M1 ag -5.0, CHRM5 agonist -0.1, CHRM4 agonist 0.2, CHRM5 antagonist -2.3, TAAR1 agonist 5.7, M4 antag 2.7 and CHRM5 PAM -0.4.
Screening CC(C)(C)CN1CCN(CCCc2ccccc2)C(CCO)C1 (stereo unspecified) returned CHRM1 PAM -9.2, M1 antag 11.8, M1 ag -9.7, CHRM5 agonist -4.4, CHRM4 agonist 1.6, CHRM5 antagonist 11.3, TAAR1 agonist 4.9, M4 antag 1.6 and CHRM5 PAM -3.2.
For CCOC(=O)c1cc(-c2cc(OC)c(OC)c(OC)c2)nc2c1c(=O)[nH]c(=O)n2Cc1ccccc1 the results were CHRM1 PAM 4.6, M1 antag -10.1, M1 ag -2.3, CHRM5 agonist -0.6, CHRM4 agonist 0.9, CHRM5 antagonist 4.0, TAAR1 agonist 15.6, M4 antag -5.8 and CHRM5 PAM -8.3.
For O=C(COc1ccc(Cl)cc1Cl)N(C1CCCCC1)C1CCS(=O)(=O)C1 (stereo unspecified) the results were CHRM1 PAM 4.3, M1 antag 3.8, M1 ag -2.3, CHRM5 agonist 4.1, CHRM4 agonist 1.8, CHRM5 antagonist 2.7, TAAR1 agonist 3.3, M4 antag -2.3 and CHRM5 PAM 6.0.
Screening CC1=C(C(=O)OC2CCCCC2)C(c2ccc(C)o2)C2=C(CC(C)(C)CC2=O)N1 (stereo unspecified) returned CHRM1 PAM 10.4, M1 antag -9.6, M1 ag -6.4, CHRM5 agonist -1.5, CHRM4 agonist -0.7, CHRM5 antagonist -6.2, TAAR1 agonist 4.7, M4 antag -15.9 and CHRM5 PAM 0.1.
`COc1cccc(NC(=O)CN2C(=O)c3cccnc3Oc3ccc(Cl)cc32)c1` gave CHRM1 PAM -3.8, M1 antag 2.6, M1 ag -2.1, CHRM5 agonist 2.2, CHRM4 agonist -0.6, CHRM5 antagonist 3.5, TAAR1 agonist 2.2, M4 antag -10.5 and CHRM5 PAM -5.1.
Screening Cc1ccc2c(c1)nnn2C1CCN(CC(=O)NCc2ccccc2F)CC1 returned CHRM1 PAM 1.5, M1 antag 1.1, M1 ag -5.5, CHRM5 agonist -1.3, CHRM4 agonist 0.1, CHRM5 antagonist 2.4, TAAR1 agonist 14.2, M4 antag 10.0 and CHRM5 PAM -7.9.
Cc1ccccc1-n1nc2c(c1NC(=O)c1cccs1)CS(=O)(=O)C2 was read as CHRM1 PAM 4.5, M1 antag -11.6, M1 ag -1.9, CHRM5 agonist -1.4, CHRM4 agonist 2.4, CHRM5 antagonist 0.3, TAAR1 agonist 0.9, M4 antag 2.2 and CHRM5 PAM 3.9.
`O=c1c(-c2ccco2)nc2ccccc2n1C(c1ccccc1)c1nc2ccccc2[nH]1` (stereo unspecified) gave CHRM5 agonist -2.0, CHRM4 agonist 0.9, CHRM5 antagonist -8.9, TAAR1 agonist 0.5, M4 antag 4.4 and CHRM5 PAM 6.1.
